HEK293 tox – HEK 293 cell cytotoxicity; HEK 293 viability, ATP luminescence (CellTiter-Glo), 48-72 h; Potency, µM (highest dose often 115 µM), for inactives: at the top dose activity change, negative = cytotoxicity, actives largely listed as inhibitors; actives 6.6% (n = 94,000); note: potency is the fitted concentration of half-maximal effect; nearly all actives have a fitted effect of over 60% in size
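qHTS cytotoxicity; HEK 293, 250 cells/well; compound pinned; 48 or 72 hr, 37 degree Celsius, 5% CO2, 95% humidity; CellTiter-Glo, 10 min RT; luminescence (ATP).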
SNCA expr inh – inhibitors of alpha-synuclein (SNCA) gene expression. HEK-293 SNCA-luciferase knock-in, luminescence, 24 h. Potency, µM (highest dose often 57.2 µM), for the others: at the highest dose activity change, negative = inhibition, actives largely listed as inhibitors. actives 0.17% (n = 140,000);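 note: potency is the fitted concentration of half-maximal effect; plate controls were DMSO cells for no effect and cell-free wells for full effect; nearly all actives have a fitted effect of over 45% in size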
GPT2 inhibitor – inhibitors of human GPT2 alanine aminotransferase; Q8TD30; Recombinant GPT2, coupled pyruvate oxidase/HRP Amplex Red fluorescence; Potency, µM (top dose mostly 57.7 µM), inactives show at the top dose activity change, negative = inhibition, usual class: inhibitors; actives 0.25% (n = 100,000); AID 1671188; note: potency is the fitted concentration of half-maximal effect; nearly all actives have a fitted effect of over 60% in size; many of its hits are not listed in these tables
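Fluorescence read-out: pyruvate from GPT2 turnover coupled to pyruvate oxidase, HRP and Amplex Red (0.2mM ThPP, 0.2U/mL PO and HRP, 50uM Amplex final). Substrates 250uM a-KG, 2mM L-alanine; enzyme 10ng/uL; 30 min RT.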
Luciferase inh – Photinus pyralis luciferase inhibition | P08659 | purified P. pyralis luciferase, luminescence, biochemical | Potency, µM (doses to about 115 µM), without a hit: at the top dose activity change, negative = inhibition, most hits filed as inhibitors | actives 2.5% (n = 76,000); note: potency is the fitted concentration of half-maximal effect; nearly all actives have a fitted effect of over 65% in size
Target sequence (P08659 whole entry, looked up): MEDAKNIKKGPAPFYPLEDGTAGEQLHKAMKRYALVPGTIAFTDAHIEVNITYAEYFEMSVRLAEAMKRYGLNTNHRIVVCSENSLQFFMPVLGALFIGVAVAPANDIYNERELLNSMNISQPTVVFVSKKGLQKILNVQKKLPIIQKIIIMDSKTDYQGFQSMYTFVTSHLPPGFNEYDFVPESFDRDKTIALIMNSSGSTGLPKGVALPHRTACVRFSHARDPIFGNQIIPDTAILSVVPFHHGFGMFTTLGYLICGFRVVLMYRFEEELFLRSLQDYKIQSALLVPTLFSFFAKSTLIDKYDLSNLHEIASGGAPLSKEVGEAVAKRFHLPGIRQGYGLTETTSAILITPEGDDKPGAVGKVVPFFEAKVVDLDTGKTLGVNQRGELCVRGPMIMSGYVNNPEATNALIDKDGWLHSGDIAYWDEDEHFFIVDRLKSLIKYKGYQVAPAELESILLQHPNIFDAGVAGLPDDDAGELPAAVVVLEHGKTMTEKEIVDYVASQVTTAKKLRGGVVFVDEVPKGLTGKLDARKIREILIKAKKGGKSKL
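Inhibitors were tested against purified firefly luciferase in a biochemical, low-substrate format (both substrates at 10uM) and luminescence measured with a CCD imager.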
IP6K1 inhibitor – blocks human inositol hexakisphosphate kinase 1 | AID 1645851 | actives 0.81% (n = 140,000) | IP6K1 kinase, ADP-Glo luminescence, 2 h; hits give low values | Q92551 | activity change, % (series mostly up to about 58 µM); in the data active = activity change below about -25%
Target sequence (Q92551 whole entry, looked up): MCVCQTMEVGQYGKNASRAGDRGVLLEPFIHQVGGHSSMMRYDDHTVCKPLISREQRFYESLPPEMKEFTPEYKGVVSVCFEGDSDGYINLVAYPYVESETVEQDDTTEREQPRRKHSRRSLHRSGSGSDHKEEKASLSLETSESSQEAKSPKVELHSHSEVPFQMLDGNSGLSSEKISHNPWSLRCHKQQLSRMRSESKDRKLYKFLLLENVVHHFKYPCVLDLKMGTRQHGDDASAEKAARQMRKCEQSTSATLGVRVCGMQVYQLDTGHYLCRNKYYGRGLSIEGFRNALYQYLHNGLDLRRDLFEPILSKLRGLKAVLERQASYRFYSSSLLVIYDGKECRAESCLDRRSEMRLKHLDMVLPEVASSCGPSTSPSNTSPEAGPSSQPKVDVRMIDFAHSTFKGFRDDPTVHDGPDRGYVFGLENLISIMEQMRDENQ
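ADP-Glo luminescence measures ADP made by human IP6K1 during a 2 h RT reaction with ATP/IP6 (mix at 1.3 mM/130 uM); top library doses 57.5 and 19.1 uM final.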
NIH3T3 tox – cytotoxic compounds in NIH 3T3 cells | AID 1345082 | NIH 3T3 viability, CellTiter-Glo ATP luminescence, 48-72 h | actives 4.3% (n = 94,000) | Potency, µM (series often up to 96.7 µM), without a hit: top-dose activity change, negative = cytotoxicity, actives largely listed as inhibitors; note: potency is the fitted concentration of half-maximal effect; nearly all actives have a fitted effect of over 55% in size
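Mouse fibroblast NIH 3T3 cells, 400 per well, received compound via pintool and were incubated for 48 or 72 hr prior to CellTiter-Glo ATP luminescence measurement.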
SNCA viab count – cell viability loss counter-screen; HEK-293-SNCA-luc viability, GF-AFC fluorescence, 24 h; Potency, µM (doses to about 57.1 µM), without a hit: at the highest dose activity change, negative = cytotoxicity, actives largely listed as cytotoxic; actives 0.12% (n = 150,000);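 note: potency is the fitted concentration of half-maximal effect; 0% = DMSO-treated cells and -100% = medium-only wells without cells; nearly all actives have a fitted effect of over 30% in size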
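Cytotoxicity counterscreen: after 24 h compound treatment of genome-edited SNCA-luciferase HEK-293 cells, live-cell protease substrate GF-AFC read by fluorescence after 30 min; activity scaled between DMSO (0%) and medium-only (-100%), curves Hill-fitted.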
Numbers without * were called inactive; i = inactive; ? = inconclusive; . = not tested or not shown; & = joins results of further samples; [ ] = another dose, or the depositor's remark. Unless noted, calls come from the whole dose curve; as a rule, active = well fitted curve in the direction sought with a large enough effect; inconclusive = small, poorly fitted or top-dose-only effect, or another doubt; inactive = no such curve, though single readings can be large; an effect the other way counts as inactive or inconclusive. Unless noted, % is set by controls: 0 for no effect and ±100 for the full control effect.

SMILES	HEK293 tox	SNCA expr inh	GPT2 inhibitor	Luciferase inh	IP6K1 inhibitor	NIH3T3 tox	SNCA viab count
CC(C)(C)c1coc([C@@H]2COCCN2Cc2cnc[nH]2)n1	-12%[230 µM]	9%[87.6 µM]	?	-11%[230 µM]	5	-2%[230 µM]	6%[87.6 µM]
CN(Cc1ccccc1)C(=O)[C@H]1O[C@H](CCN2CCN(Cc3ccccc3)CC2)CC[C@@H]1O	-27%	13%	-6%	4%	14	-8%	-2%
Cc1ccc(Cl)c(C(=O)N2CCC(=O)N(CC3CC3)C(C(C)C)C2)c1 (centres undefined)	-20%	-13%	5%	0%	-2	1%	5%
O=C(c1n[nH]c2ccccc12)N1CCC(c2nc(CCOCC3CC3)no2)C1 (centres undefined)	?	66%[activator]	i	-13%	2	-15%	-11%[12.5 µM]
CN1CCN(C(=O)c2ccc3nnc(-c4ccc(OC(F)(F)F)cc4)n3c2)CC1	0%	-15%	i	.	4	-11%	-3%
CNC(=O)c1cc(NC(=O)C2CCC2)cc2nc(C)ccc12	10%	-10%	-2%	-13%	22	2%	7%
COc1ccccc1CNC(=O)CCC[C@@H]1[C@H]2CCCN3CCC[C@@H](CN1C(=O)c1cccnc1)[C@@H]23	-7%	-12%	4%	1%	-10	-21%	-2%
Cc1ccc(OCc2nc(C3CCN(C(=O)CCc4nc5ccc(Cl)cc5[nH]4)CC3)no2)cc1	?	?	-4%	-10%	-2	?	-26%
O=C(NCc1ccccc1)C1CC(=O)N(c2n[nH]c3cccc(F)c23)C1 (centres undefined)	2%	-12%	2%	12%	-6	i	7%
COCCNC(=O)c1ccc2c(c1)ncn2-c1cc(C)ccc1OC	.	39%[activator]	.	.	0	.	-2%
O=C(Nc1ccc(F)c(Cl)c1)C1CCCN(S(=O)(=O)c2cccc3nsnc23)C1 (centres undefined)	.	-8%	.	.	3	.	-2%
O=C(c1cnccn1)N1CCC2(CC1)NC(=O)N(Cc1ccc(Cl)cc1)C2=O	2%	6%	i	19%	6	-2%	-3%
CCC1CN(C(=O)NCc2cccc(OC)c2)c2cc(Cl)ccc2O1 (centres undefined)	.	?	.	.	24	.	-3%
O=C1CC(c2cc(F)cc(F)c2)c2cc3c(cc2N1)OCO3 (centres undefined)	.	?	.	.	28	.	-12%
CCN1c2cc(C(=O)NC3CCCCCC3)ccc2C(=O)N2CCCCCC21 (centres undefined)	?	-8%	i	-17%	-6	?	13%[12.5 µM]
Cc1ccc(NC(=O)c2c(C)oc3ncnc(N4CCCCC4)c23)c(C)c1	.	-12%	.	.	-9	.	-9%
Cc1c(-c2ccccc2F)[nH]c2ccc(CNC(=O)CCN3CCCC3=O)cc12	?	27%	3%	28µM*	15	-27%	11%
CC(C)Cc1ccc(S(=O)(=O)Nc2cc3c(cc2N2CCOCC2)n(C)c(=O)c(=O)n3C)cc1	.	-12%	.	.	-13	.	-15%
Cc1cccc(NC(=O)c2ccc(-c3ccccc3)s2)c1	.	44%[activator]	.	.	-8	.	1%
CCCCN1C(=O)c2ccccc2C(C(=O)Nc2ccccn2)C12CCCC2 (centres undefined)	?	-7%	-14%	-3%	11	?	-7%
CSc1ccc(-c2cccc(C(=O)NCCNC(=O)Nc3ccccc3)c2)cc1	?	9%	i	.	3	?	-1%[12.5 µM]
O=C(NC1CC(=O)N(Cc2ccccc2C(F)(F)F)C1)c1ccsc1 (centres undefined)	-1%	8%	i	-3%	0	-6%	5%
Cc1ccc(C2Cn3nnc(-c4noc(-c5cc(Cl)ccc5F)n4)c3CO2)cc1 (centres undefined)	7%	-17%	i	3%	-4	i	1%
Cc1cccc([C@H]2C[C@@H](O)[C@@H](O)[C@@H]2NC(=O)C2CCOCC2)c1	i	1%[87.6 µM]	i	-5%[172 µM]	2	2%[174 µM]	1%[87.6 µM]
CCCOc1ccc(OC(=O)c2c(-c3ccccc3Cl)noc2C)cc1	.	26%	.	.	-20	.	-7%
Additional entries follow:
SMILES	HEK293 tox	SNCA expr inh	GPT2 inhibitor	Luciferase inh	IP6K1 inhibitor	NIH3T3 tox	SNCA viab count
CC(=O)c1ccc(NS(=O)(=O)c2cnc(N)nc2)cc1	.	17%	.	.	-4	.	4%
Cn1cnc2cc(-c3cccc(C(F)(F)F)c3)cc(C(=O)NCc3cccnc3)c21	100µM*	13%[87.6 µM]	0%[88.5 µM]	-1%[172 µM]	-7	?	-24%[87.6 µM]
CCN1C(=O)CCN(C(=O)c2ccnn2CC)CC12CCOCC2	3%	3%	1%	.	-11	-15%	-1%
Cc1ccc(OCC(=O)Nc2nc(-c3ccc(Br)cc3)ns2)cc1	.	5%	.	.	4	.	-4%
COCCN1C(=O)CS(=O)(=O)C12CCN(C(=O)c1ccc(OC)c(F)c1)CC2	i	-9%	-47%	-11%	0	-4%	7%
CC(C)N1C(=O)C2(CCCC2)C1C(=O)NCc1ccc(N2CCOCC2)cc1 (centres undefined)	?	?	2%	-1%	8	-8%	-7%
Cc1cc2n(n1)CCCN2C(=O)Nc1ccc(C)c(Cl)c1	.	1%	.	.	1	.	-5%
CNC(=O)c1cc(-c2ccc(OC)c(OC)c2)cc2c1OCCN2Cc1cccnc1	-12%[172 µM]	62%[activator][87.6 µM]	i	-5%[172 µM]	-24	22µM*	-5%[87.6 µM]
CC1CCN(c2ccc(CNC(=O)CN3CCCc4nc(C5CC5)ncc4C3=O)cc2)CC1	-1%	-1%	i	-21%	-3	-16%	6%
COc1cc(C(C)=O)c(OC)c2c1OC(C)(C)C=C2	.	.	-4%	.	9	.	-13%
CCS(=O)(=O)Nc1ccc(C)n(CC(=O)NCc2ccccc2C)c1=O	-4%	-21%	?	-6%	6	i	10%
COc1ccc(C(=O)N2CCC(c3n[nH]c(=O)n3-c3ccccc3)CC2)c(OC)n1	-1%	37%[activator]	i	14%	16	2%	-1%
CCc1ccc(CN2CCC(CO)(CN3CCCC3)CC2)cc1	?	-2%	-10%	-8%	-8	?	-15%
Cc1nn(-c2ccccc2)c2c1C(C)N(C1CCN([S+](=O)([O-])c3ccccc3)CC1)C2=O (centres undefined)	?	.	.	.	-3	-1%	.
CCO[C@H]1CN(C(=O)c2ccc(OC)c(N3CCOCC3)c2)C[C@@H]1O	1%	-3%	?	0%	6	-5%	10%
Cc1cccc(NC(=O)Cn2c(C)cc3nc4n(c(=O)c32)CCCCC4)c1	-24%	0%	i	13%	0	-13%	-1%
COc1cccc(C(=O)N2CCC(c3nc(-c4cccnn4)no3)CC2)c1	-4%	1%	4%	-1%	-1	1%	-16%
O=C(NCCN1CCOCC1)c1cn2cc(-c3ccccc3)sc2n1	-13%	108%[activator]	i	.	3	-29%	-3%
COc1cc(-c2cc(-c3ccccc3)nc3c(C)noc23)ccn1	-27%[172 µM]	26%[87.6 µM]	4%[88.5 µM]	1%[172 µM]	26	?	1%[87.6 µM]
CC(C)Cn1c(=O)c(C(=O)N2CCN(C(=O)Nc3ccc(Cl)cc3)CC2)nc2cccnc21	i	-3%	i	.	-8	-19%	-11%
O=C(c1ccoc1)N1C[C@@H](CO)[C@H](c2ccncc2)C1	0%	8%	-1%	0%	4	-13%	-3%
CCCOc1ccc(CNC(=O)c2c(OCC)cc(=O)n3c2CCCC3)cc1	-17%	-19%	1%	-9%	-4	?	1%
O=C(NCC1CC1)c1cc(Br)cn2ccnc12	?	24%&17%[87.6 µM]	i	?	-8&7	?	9%&-9%[87.6 µM]
Cc1nnc(N2C(=O)c3oc4ccccc4c(=O)c3C2c2ccc(F)cc2)s1 (centres undefined)	.	-15%	.	.	9	.	3%
Cc1cccc(N2CCN(c3nc4ccc(C)cc4n4cnnc34)CC2C)c1 (centres undefined)	.	-14%	.	.	27	.	3%
Next entries:
SMILES	HEK293 tox	SNCA expr inh	GPT2 inhibitor	Luciferase inh	IP6K1 inhibitor	NIH3T3 tox	SNCA viab count
Cc1ccc(-n2ncc3c(NCCCN4CCOCC4)ncnc32)cc1C	.	143%[activator]	.	.	-6	.	10%
Cc1cccc(N2CCN(C(=O)c3cn(C)c4ccc(S(=O)(=O)N(C)C)cc4c3=O)CC2C)c1 (centres undefined)	.	20%	.	.	17	.	-18%
Cc1ccc(CNCc2c(C(=O)O)n(Cc3ccccc3C)c3cc(C)ccc23)cc1	.	19%	.	.	-4	.	2%
COc1ccc(-c2nnc(SCC(=O)Nc3ccc(C)c(Cl)c3)nc2-c2ccc(OC)c(OC)c2)cc1OC	.	29%	.	.	13	.	6%
COc1ccc(CC(=O)N2CC[C@@H](CC(=O)O)[C@@H](CCN3C[C@@H]4C[C@H](C3)c3cccc(=O)n3C4)C2)cc1	-11%	-17%	-6%	8%	-6	i	5%
CCOC(=O)N1CCC(COc2ccc3c(cnn3CC[S+](C)(=O)[O-])c2)CC1	?	-17%[87.6 µM]	-6%[88.5 µM]	?	-5	79µM*	-8%[87.6 µM]
Cc1cccc(C(=O)N2CCC(N3C(=O)C4(CCCC4)C3c3scnc3C)CC2)c1 (centres undefined)	-25%	-6%	i	-5%	-5	?	12%[12.5 µM]
Cn1ncc(N2CCCC(CC(=O)N3CCN(Cc4ccccc4)CC3)C2)cc1=O (centres undefined)	-29%	19%	0%	4%	43	-23%	2%
Cc1cc(C)cc(C(=O)N2CCC(OC3CCN(C)CC3)CC2)c1	-13%	-16%	-14%	0%	-3	?	-4%
O=C(NCc1ccccc1)c1c2c(nc3ccccc13)C(=O)N(C1CCCCC1)C2	.	9%	.	.	5	.	3%
O=C(CCC1CCN(S(=O)(=O)c2cccc(F)c2)CC1)N1CCc2ccccc2C1	?	1%	4%	-6%	30	?	8%
CC1=NOC2(CCN(Cc3ccc(N(C)C)cc3)C2)C1 (centres undefined)	?	27%[87.6 µM]	i	-11%[172 µM]	0	-14%[138 µM]	-2%[87.6 µM]
CCn1cc(S(=O)(=O)N2CC(N(Cc3cccnc3)CC(C)C)C2)cn1	-1%	-22%	i	1%	-1	-5%	-5%
CC(C)(N)c1cn(CC2CCN(C(=O)NC3CCCCCC3)CC2)nn1	-12%	29%	5%	1%	9	-15%	-9%
CC1CCCN(S(=O)(=O)c2cc3c4c(c2)CC(=O)N4CCC3)C1 (centres undefined)	.	0%	.	.	0	.	-10%

5 structures already listed, sorted by length of the SMILES, smallest number first:
SMILES	HEK293 tox	SNCA expr inh	GPT2 inhibitor	Luciferase inh	IP6K1 inhibitor	NIH3T3 tox	SNCA viab count
Cc1ccc(-n2ncc3c(NCCCN4CCOCC4)ncnc32)cc1C	.	143%[activator]	.	.	-6	.	10%
CCn1cc(S(=O)(=O)N2CC(N(Cc3cccnc3)CC(C)C)C2)cn1	-1%	-22%	i	1%	-1	-5%	-5%
Cc1ccc(CNCc2c(C(=O)O)n(Cc3ccccc3C)c3cc(C)ccc23)cc1	.	19%	.	.	-4	.	2%
O=C(CCC1CCN(S(=O)(=O)c2cccc(F)c2)CC1)N1CCc2ccccc2C1	?	1%	4%	-6%	30	?	8%
Cc1cccc(N2CCN(C(=O)c3cn(C)c4ccc(S(=O)(=O)N(C)C)cc4c3=O)CC2C)c1 (centres undefined)	.	20%	.	.	17	.	-18%
